A549 tox – Nrf2 qHTS screen for inhibitors: counterscreen for cytotoxicity. hit rate 0.16% among 390,000. Potency, µM (doses to about 46 µM), without a hit: at the highest dose activity change, negative = cytotoxicity, most hits filed as inhibitors. AID 504648, 2011. A549 ARE-Fluc cells, CellTiter-Fluor viability, 18-24 h; also: potency is read from the fitted curve at half-maximal effect; % is scaled to controls: 0 for no effect and ±100 for the full control effect
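Cytotoxicity counterscreen: CellTiter-Fluor fluorescence was measured in A549 ARE_Fluc cells after 18-24 h of compound exposure in a concentration series. The subsequent BugLite luminescent read reports ARE-luciferase activity.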
IL-1B inflam inh – qHTS for Inhibitors of Inflammasome Signaling: IL-1-beta AlphaLISA Primary Screen; THP-1 LPS/ATP IL-1B secretion, AlphaLISA, 16 h; stronger effect = lower value; activity change, % at 57.5 µM; hit rate 4.7% among 360,000; AID 743279, 2014; in the data active = activity change below about -50%; inconclusive = mostly about -30% to -49%; also: % is scaled to controls: 0 for no effect and ±100 for the full control effect
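Secreted IL-1B measured by AlphaLISA bead assay after 16 h compound exposure of THP-1 cells; compounds (final up to 57.5 uM) added 1 h before LPS (250 ng/mL) and ATP (1.25 mM) stimulation; lower signal means less secretion.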
ATXN viability – Viability Counterscreen for Primary qHTS for Inhibitors of ATXN expression; S2 cells (HEK-293 line with an ATXN2-luciferase reporter) viability, CellTiter-Fluor protease fluorescence, 24 h; Potency, µM (titrated, usually from 56.7 µM), hits mostly cytotoxic; hit rate 0.49% among 400,000; AID 651635, 2014; also: potency is read from the fitted curve at half-maximal effect; nearly all actives have a fitted effect of over 40% in size
MCF10A rerep – A quantitative high throughput screen for small molecules that induce DNA re-replication in MCF 10a normal breast cells. hit rate 2.9% among 350,000. MCF 10A DNA re-replication, Hoechst nuclear intensity, 48 h. Potency, µM (series often up to 46.1 µM), for the others: at the highest dose activity, positive = re-replication, hits mostly activators; also: potency is read from the fitted curve at half-maximal effect; % of control where 0% means no effect; nearly all actives have a fitted effect of over 50% in size
HepG2 tox – qHTS for Inhibitors of TGF-b: Cytotox Counterscreen; HepG2 CAGA-GFP viability, ATP luminescence, 18 h; Potency, µM (titrated, usually from 46.1 µM), inactives show at the highest dose activity change, negative = cytotoxicity, actives largely listed as cytotoxic; hit rate 0.76% among 410,000; also: potency is read from the fitted curve at half-maximal effect; some results filed as inactive show a strong effect at the top dose
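CellTiter-Glo luminescence gave cytotoxicity after 18 hours at 37 degrees C. The cells were HepG2 CAGA-GFP in 1% FBS DMEM, stimulated with 500 pg/mL TGF-beta after compound addition. %Activity was normalised to no-cell wells (complete cell-killing) and DMSO (no toxicity), and curves were fitted and classified.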
Nrf2 ARE act – qHTS of Nrf2 Activators; AREc32 ARE-luciferase reporter (MCF7-derived line), luminescence, 24 h; Potency, µM (highest dose often 46.1 µM), without a hit: at the top dose activation, most hits filed as activators; hit rate 0.31% among 410,000; AID 624171, 2012; also: potency is read from the fitted curve at half-maximal effect; % of control where 0% means no effect; nearly all actives have a fitted effect of over 65% in size
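AREc32_Fluc, 1000 cells/well, OPTI-MEM + 5% FBS, o/n 37 deg C 5% CO2; 23 nL cpd by pin tool, 24 hr; Steady-Glo 30 min RT, luminescence.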
Nrf2 block – Nrf2 qHTS screen for inhibitors; hit rate 2.1% among 360,000; A549 ARE-Fluc reporter, luciferase luminescence, 18-24 h; AID 504444, 2011; Potency, µM (titrated, usually from 46 µM), for inactives: top-dose activity change, negative = inhibition, hits mostly inhibitors; also: potency is read from the fitted curve at half-maximal effect; % is scaled to controls: 0 for no effect and ±100 for the full control effect; nearly all actives have a fitted effect of over 60% in size
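Quantitative HTS in A549 cells stably bearing an antioxidant response element-firefly luciferase construct. Inhibition of Nrf2-driven transcription was scored by luminescence after 18-24 h of compound exposure at 37 °C.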
TGFb SMAD3 inh – qHTS for Inhibitors of TGF-b; hit rate 1.2% among 410,000; AID 588855, 2011; HepG2 CAGA-GFP TGF-b/SMAD3 reporter, GFP fluorescence, 18 h; TGF-beta stimulated, 500 pg/mL final; Potency, µM (doses to about 46.1 µM), for the others: at the highest dose activity, negative = inhibition, actives largely listed as inhibitors; also: potency is read from the fitted curve at half-maximal effect; % is scaled to controls: 0 for no effect and ±100 for the full control effect; nearly all actives have a fitted effect of over 65% in size
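Smad-responsive CAGA-GFP expression was quantified in HEPG2 cells exposed to compounds and 500 pg/mL final TGF-beta for 18 h at 37 degrees C; unstimulated wells defined full inhibition.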
ATXN2 expr inh – Primary qHTS for Inhibitors of ATXN expression; HEK-293 ATXN2-luciferase reporter, luminescence, 24 h; Potency, µM (series often up to 57 µM), inactives show at the top dose activity change, negative = inhibition, most hits filed as inhibitors; hit rate 0.72% among 360,000; also: potency is read from the fitted curve at half-maximal effect; % is scaled to controls: 0 for no effect and ±100 for the full control effect; nearly all actives have a fitted effect of over 55% in size
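ATXN2-luciferase reporter cells (luciferase flanked by upstream and downstream ATXN2 gene portions) were treated 24 h at 37 °C with compounds at up to 57 uM. SteadyGlo luminescence gave expression; GF-AFC fluorescence gave viability.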
Active calls of the source: *; i = inactive; ? = inconclusive; nt = no result given; [ ] = another dose, or the depositor's remark. Unless noted, calls follow the shape of the dose curve; as a rule, active = well fitted curve in the direction sought with a large enough effect; inconclusive = small, poorly fitted or top-dose-only effect, or another doubt; inactive = no such curve, though single readings can be large; an effect the other way counts as inactive or inconclusive. An unsorted share of the library; 8.8% or so of the library scored in one or more.

Values in the order – ATXN2 expr inh, Nrf2 block, MCF10A rerep, ATXN viability, Nrf2 ARE act, IL-1B inflam inh, A549 tox, HepG2 tox, TGFb SMAD3 inh
> COC(=O)c1c(C(=O)OC)c(-c2cccc(C)c2)n2c1CS(=O)C2 (stereo not given)
→ -6%, 7%, ?, i, 1.6%, 52, 1%, -2%, -2%
> COc1ccc(C(NC(=O)/C=C/c2ccco2)c2ccc(OC)c(OC)c2)cc1 (stereo not given)
→ 4%, -18%, 8%, ?, 6.9%, -13, -2%, 7%, 8%
> O=C(NCc1cccnc1)c1nc(-c2ccc(C(F)(F)F)cc2)no1
→ -8%, ?, 22%, i, 0.6%, 8, -6%, -17%, -21%
> COc1cccc(C2CCCN2Cc2nc(CC3CC3)no2)c1 (stereo not given)
→ -13%, -17%, -5%, i, -0.3%, 24, -5%, 6%, 9%
> COc1ccc(N(CC(=O)Nc2ccccc2C(=O)NCCc2ccccc2)S(C)(=O)=O)cc1OC
→ 5%, 3%, 4%, i, 2.2%, 0, -1%, -15%, 1%
> CSc1nc(N(C)C)c2ccccc2n1
→ -20%, -15%, 0%, i, 0.0%, -5, 1%, -2%, 8%
> O=C(OCC(=O)N1CCCC1=O)c1cccc(S(=O)(=O)N2CCOCC2)c1
→ 1%, ?, -2%, i, -0.1%, 14, 1%, 10%, 16%
> CS(=O)(=O)N(CC(=O)N1CCN(c2cccc(Cl)c2)CC1)C1CCCCC1
→ -1%, -10%, 2%, i, 0.3%, 0, -5%, -2%, -6%
> COc1cc(OC)c(CN2CCC(CO)(CCOc3ccccc3)CC2)c(OC)c1
→ -22%, ?, 22%, i, 0.2%, -70*, -5%, -35%, -11%
> C=CCN1C(=O)C2(/C(=C(\O)c3ccc4c(c3)OCCO4)C(=O)C(=O)N2CCCOC)c2ccccc21 (stereo not given)
→ -5%, -19%, 2%, i, 0.1%, 32, ?, -4%, -2%
> COc1ccc(-c2cc(C(F)(F)F)nc(SCC(=O)NCCCN3CCOCC3)n2)cc1
→ -15%, 15%, 2%, i, 0.0%, -11, 2%, -12%, -6%
> CCOC(=O)[C@@H]1[C@H]2COc3ccc(Br)cc3[C@@H]2N2C(=O)N(c3cccc(Cl)c3)C(=O)[C@@]12C
→ -15%, -11%, 10%, ?, -1.2%, -6, -9%, -4%, -3%
> CC(C)(C)c1ccc(S(=O)(=O)Nc2ccccn2)cc1
→ -3%, 2%, 4%, i, 2.4%, 2, -4%, 2%, -15%
> NC(=O)COC(=O)/C=C/c1ccccc1[N+](=O)[O-]
→ 3%, 5%, -11%, i, ?, -1, 0%, -3%, -15%
> COc1ccc(CN2CCN(Cc3cc4ccccc4o3)CC2CCO)cc1C (stereo not given)
→ -10%, -4%, ?, i, 2.5%, ?, -3%, -26%, -14%
> COc1ccc(C(=O)NC2CC2)cc1OC1CCN(Cc2ccc(F)cc2Cl)CC1
→ -23%, -16%, 25%, i, 1.7%, ?, -4%, -41%, 0%
> CCOC(=O)c1c(-c2ccc(C)c(C)c2)csc1NC(=O)C1CC=CCC1C(=O)O (stereo not given)
→ 1%, ?, 17%, i, 0.8%, 4, -18%, -12%, ?
> Cc1ccc(C(=O)N2CCC(C(N)=O)CC2)cc1C
→ 2%, 3%, 4%, i, 0.4%, -4, 0%, 3%, 8%
> CC(NC(=O)c1ccccc1O)c1ccccc1 (stereo not given)
→ -19%, 7%, -4%, i, -0.5%, -2, -8%, 3%, -2%
> O=C(COC(=O)CCc1c[nH]c2ccccc12)NCc1ccc(Cl)cc1
→ -2%, 3%, 10%, i, -0.6%, 7, -3%, 23%, 8%

Some of these compounds in order of formula weight, falling:
Values in the order – ATXN2 expr inh, Nrf2 block, MCF10A rerep, ATXN viability, Nrf2 ARE act, IL-1B inflam inh, A549 tox, HepG2 tox, TGFb SMAD3 inh
> CCOC(=O)[C@@H]1[C@H]2COc3ccc(Br)cc3[C@@H]2N2C(=O)N(c3cccc(Cl)c3)C(=O)[C@@]12C
→ -15%, -11%, 10%, ?, -1.2%, -6, -9%, -4%, -3%
> COc1ccc(-c2cc(C(F)(F)F)nc(SCC(=O)NCCCN3CCOCC3)n2)cc1
→ -15%, 15%, 2%, i, 0.0%, -11, 2%, -12%, -6%
> CCOC(=O)c1c(-c2ccc(C)c(C)c2)csc1NC(=O)C1CC=CCC1C(=O)O (stereo not given)
→ 1%, ?, 17%, i, 0.8%, 4, -18%, -12%, ?
> NC(=O)COC(=O)/C=C/c1ccccc1[N+](=O)[O-]
→ 3%, 5%, -11%, i, ?, -1, 0%, -3%, -15%
> CSc1nc(N(C)C)c2ccccc2n1
→ -20%, -15%, 0%, i, 0.0%, -5, 1%, -2%, 8%

(further entries)
Values in the order – ATXN2 expr inh, Nrf2 block, MCF10A rerep, ATXN viability, Nrf2 ARE act, IL-1B inflam inh, A549 tox, HepG2 tox, TGFb SMAD3 inh
> O=C(c1cccn2c(=O)c3cc(Cl)ccc3nc12)N1CCOCC1
→ 6%, 7%, -6%, nt, -0.8%, 14, ?, -5%, -19%
> COc1cccc(-c2ccc3c(c2)C2CC3CCN2C(=O)c2ccc(-c3ccccc3)cc2)c1 (stereo not given)
→ -5%, nt, nt, i, 3.2%, -1, nt, -19%, 0%
> CN(C)c1ccc(CN(C(=O)COc2ccc(F)cc2)C2CCS(=O)(=O)C2)cc1 (stereo not given)
→ 3%, 10%, 6%, ?, -0.5%, -4, -10%, -4%, ?
> CCc1nc(CN2CCCC(C(=O)Nc3ccc(-c4cccc(OC)c4)cc3)C2)c(C)[nH]1 (stereo not given)
→ nt, nt, nt, i, 8.0%, 13, nt, -53%, -18%
> COc1cccc(NC(=O)N(Cc2cn(C)c3ccccc23)C2CCCCCC2)c1
→ ?, ?, nt, nt, -2.5%, nt, ?, -36%, ?
> CCc1ccccc1NC(=O)CN(C)S(=O)(=O)c1ccc(-c2ccc(=O)[nH]n2)s1
→ -8%, -5%, 0%, i, 0.6%, 0, 5%, -8%, -12%
> Cc1cc(NC(=O)CSCC(=O)NC(C)c2ccccc2)no1 (stereo not given)
→ 7%, -11%, 24%, i, 2.0%, -7, 11%, 2%, 7%
> CCOc1ccc(S(=O)(=O)NCCc2c(C)[nH]c3c(Cl)cccc23)cc1C
→ ?, -6%, nt, i, 0.8%, nt, -15%, 18µM*, 16µM*
> CCN(CC)CCNC(=O)Cn1ncc2ccccc2c1=O
→ 0%, 8%, -1%, i, -0.6%, 10, -4%, 7%, 2%
> Cc1cc(F)cc(-c2cc(C(=O)NCc3ccccn3)[nH]n2)c1
→ 7%, nt, nt, i, 4.9%, -86*, nt, 4%, 18%
> CC(C)C(NC(=O)OCc1ccccc1)C(=O)NC(Cc1c[nH]c2ccccc12)C(=O)O (stereo not given)
→ 3%, nt, nt, i, -0.1%, 0, nt, -1%, -5%
> COCCOC(=O)C1=C(C)NC(=S)NC1c1ccc(OCC(=O)N2CC(C)OC(C)C2)c(OC)c1 (stereo not given)
→ nt, 0%, 3%, i, 0.2%, -3, 0%, 0%, 9%
> CN1C(=O)[C@@H]2C[C@@]3([C@@]45C[C@H]6C(=O)N(C)[C@@H](Cc7ccccc7)C(=O)N6[C@@H]4Nc4ccccc45)c4ccccc4N[C@H]3N2C(=O)[C@@H]1Cc1ccccc1
→ -10%, 5%, 26%, i, 1.9%, -9, -14%, -5%, ?
> Cc1ccc(C(=O)NNC(=S)NCC2CCCO2)cc1[N+](=O)[O-] (stereo not given)
→ 1%, 6%, 1%, i, -0.4%, 3, -7%, 22%, 11%
> Cc1cccc(C)c1OCC(=O)Nc1cc(Cl)ccc1-n1cncn1
→ -3%, 8%, 6%, i, 1.5%, -12, 1%, 1%, 9%
> COc1ccc(S(=O)(=O)c2c(Nc3ccc(C)cc3C)sc(C(=O)c3ccc(F)cc3)c2N)cc1
→ nt, nt, nt, nt, -0.6%, nt, -10%, 0%, -12%
> Cc1cc(-c2nnc(CCC(=O)NC(C)c3ccc(F)cc3)o2)no1 (stereo not given)
→ 22%, 17%, ?, i, -0.1%, 9, 2%, -2%, -4%
> NNC(=O)c1sc2nc(N3CCOCC3)c3c(c2c1N)CCCC3
→ nt, ?, 21µM*, ?, 0.5%, -12, 0%, -16%, ?
> CC(=O)N1CCN(S(=O)(=O)c2ccc3c(c2)CC(=O)N3)CC1
→ 5%, 27%[92.2 µM], -2%, i, 0.3%, 1, 9%[92.2 µM], -14%, 4%
> CC1(c2nnc(-c3cccc(Cl)c3)o2)CC(c2ccccc2Br)=NO1 (stereo not given)
→ 2%, -6%, -4%, i, -0.6%, -4, 0%, -2%, -4%
> O=[N+]([O-])c1ccc(NCCCN2CCOCC2)c([N+](=O)[O-])c1
→ -2%, 2%, 17%, i, 0.1%, -5, ?, 2%, -1%
> COc1cccc(C(=O)N/N=C(/CCC(=O)O)c2ccccc2)c1
→ 10%, 28%, -9%, i, 2.0%, 14, -1%, 0%, -3%
> C#CCNC(=O)C1=C[C@@H](c2ccc(C(F)(F)F)cc2)[C@H](CCCO)[C@@H](OCC)O1
→ 1%, 5%, -7%, i, 0.7%, 19, -4%, 6%, 2%
> CCCCN(C)c1c(C)nc2ccc(C(=O)NCCc3c[nH]c4ccccc34)cn12
→ -19%, nt, nt, i, 0.5%, -17, nt, -19%, ?
